Screening data: PubChem BioAssay, several laboratories
ADAM17 inh: ADAM17 inhibitors, primary screen, biochemical, QFRET. inhibition, % at 6.95 µM. recombinant ADAM17, EDANS/DABCYL FRET peptide cleavage. AID 720648, 2013. Disintegrin and metalloproteinase domain-containing protein 17 (Homo sapiens), P78536. 370,000 compounds, 0.83% hits;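 active means inhibition above the mean of compounds lying between control limits plus 3 SD, set per campaign, cut at about 8.5% in these data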;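 further: 0% = DMSO-only wells as the low control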
DAX1 inh-1: DAX1 (NR0B1) inhibitors on StAR promoter, primary screen, cell-based, luminescence, SF-1 (NR5A1), full-length DAX-1 | HEK293T StAR-luciferase reporter, SF-1/DAX-1 repression relief | inhibition, % at 6.8 µM | 370,000 compounds, 1.1% hits | AID 652010, 2013;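 active means inhibition above the mean over all tested compounds plus 3 SD, cut at about 3.6% in these data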;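 further: 0% = DAX-1 cells with DMSO and 100% = cells lacking DAX-1 with DMSO; higher inhibition means more luminescence from relief of DAX-1 repression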
PG9 binder: binders of HIV-1 gp120 antibody PG9, primary screen, biochemical, TR-FRET. HIV-1 gp120 / PG9 antibody interaction. inhibition, % at 6.7 µM. TR-FRET gp120-PG9 antibody binding. 360,000 compounds, 0.43% hits; in the data active means inhibition above about 8.5%
SMARCA2 activ: SMARCA2 (BRM) function activators, primary screen, cell-based, luminescence, high throughput; AID 652017, 2013; 370,000 compounds, 1% hits; MG213 cells, MMTV-luciferase reporter, dexamethasone, overnight; activation, % at 9.1 µM; in the data active means activation above about 7.8%;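 further: 0% = vehicle wells and 100% = reference activator wells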
hgDAF-12 ag: H. glycines DAF-12 receptor agonists, primary screen, cell-based, luminescence, HEK293, GAL4 fusion, UAS-luciferase; Nuclear hormone receptor DAF-12 (Heterodera glycines), GAL4 fusion; HEK293 GAL4-hgDAF12 UAS-luciferase reporter, agonist luminescence; normalized to butyrate control; activation, % at 6.8 µM; 370,000 compounds, 1.8% hits; AID 687014, 2013;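 active means activation above a cutoff set at the mean of all screened compounds plus 3 SD, cut at about 10% in these data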;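 further: 0% = DMSO wells and 100% = sodium butyrate wells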
GAA850 FXN act: FXN promoter activators, primary screen, cell-based, luciferase luminescence, HEK293 lucGAA850; HEK293 lucGAA850 FXN promoter luciferase reporter, 24 h; percent of 10 µM SAHA response; activation, % at 6 µM; 360,000 compounds, 0.56% hits;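 active means activation above the average of all compounds screened plus 3 SD, cutoff fixed separately per campaign, cut at about 7.5% in these data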;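 further: 0% = DMSO wells and 100% = 10 µM SAHA wells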
DAX1 inh-2: DAX1 (NR0B1) inhibitors, primary screen, cell-based, HEK293, Gal4-DAX1, luciferase luminescence; Nuclear receptor subfamily 0 group B member 1 (Homo sapiens), P51843; HEK293 Gal4-DAX1 luciferase reporter; inhibition, % at 6.75 µM; 340,000 compounds, 0.99% hits; AID 504766, 2011;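 active means inhibition above the mean over all tested compounds plus 3 SD, cut at about 4.2% in these data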;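 further: 0% = DAX1-transfected cells with DMSO and 100% = empty-vector control cells with DMSO; inhibition shows as a rise in luminescence from relieved DAX1 repression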
Target sequence (P51843 207-470 limits assumed): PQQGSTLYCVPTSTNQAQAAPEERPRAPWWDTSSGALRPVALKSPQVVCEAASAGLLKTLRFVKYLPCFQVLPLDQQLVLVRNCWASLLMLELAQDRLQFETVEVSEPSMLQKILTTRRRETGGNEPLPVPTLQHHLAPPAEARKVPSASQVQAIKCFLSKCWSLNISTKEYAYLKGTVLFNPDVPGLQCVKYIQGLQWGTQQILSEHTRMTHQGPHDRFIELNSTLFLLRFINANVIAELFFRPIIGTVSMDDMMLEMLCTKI
hcDAF12 agonist: H. contortus DAF-12 nuclear receptor activators, primary screen, cell-based, luminescence, HEK293, lit1-tk-luc reporter; HEK293 hcDAF-12 lit1-tk-luc reporter; 0% DMSO, 100% Δ7-dafachronic acid; activation, % at 6.8 µM; 370,000 compounds, 1.4% hits;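 active means activation above the mean of all tested compounds plus 3 SD, cut at about 5.5% in these data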;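 further: 100% = response to 3 µM Δ7-dafachronic acid high control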
ADAM10 inh: human ADAM10 inhibitors, primary screen, biochemical, QFRET, HTS | inhibition, % at 7 µM | 370,000 compounds, 0.62% hits | recombinant ADAM10, EDANS/DABCYL FRET peptide cleavage, 3 h | AID 720582, 2013 | Disintegrin and metalloproteinase domain-containing protein 10 (Homo sapiens), O14672;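 active means inhibition above a per-campaign cutoff equal to the mean of compounds falling between control-based bounds plus 3 SD, cut at about 20% in these data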;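 further: 0% = DMSO wells while the 100% control is not disclosed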
Target sequence (O14672 214-748 limits assumed): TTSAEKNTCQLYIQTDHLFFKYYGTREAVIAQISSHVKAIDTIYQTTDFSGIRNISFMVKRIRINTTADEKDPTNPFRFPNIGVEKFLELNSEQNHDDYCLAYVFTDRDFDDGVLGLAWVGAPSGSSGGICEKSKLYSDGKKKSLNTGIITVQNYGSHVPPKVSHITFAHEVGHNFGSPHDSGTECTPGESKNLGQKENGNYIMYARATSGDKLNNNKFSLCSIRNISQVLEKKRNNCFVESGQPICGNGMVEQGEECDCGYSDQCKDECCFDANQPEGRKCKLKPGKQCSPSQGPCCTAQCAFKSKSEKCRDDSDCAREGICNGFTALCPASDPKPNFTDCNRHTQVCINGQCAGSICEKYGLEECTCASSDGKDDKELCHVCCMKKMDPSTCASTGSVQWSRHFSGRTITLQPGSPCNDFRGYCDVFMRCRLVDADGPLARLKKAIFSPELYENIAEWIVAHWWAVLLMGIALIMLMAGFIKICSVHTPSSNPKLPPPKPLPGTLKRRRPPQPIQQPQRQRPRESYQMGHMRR
ssDAF12 agonist: S. stercoralis DAF-12 nuclear receptor activators, primary screen, cell-based, luminescence, HEK293, GRIP1 co-expression, lit1-tk-luc; HEK293 ssDAF-12/GRIP1 lit1-tk-luc reporter; % of 3 µM dafachronic acid response; Nuclear hormone receptor DAF-12 (Strongyloides stercoralis); 370,000 compounds, 1% hits; activation, % at 6.8 µM; AID 652126, 2013;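 active means activation above the mean over all tested compounds plus 3 SD, cut at about 0.9% in these data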;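 further: 0% = DMSO-only wells and 100% = 3 µM delta7-dafachronic acid wells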
GC-A act: GC-A stimulated cGMP production enhancers – HEK293 GC-A cells, cGMP TR-FRET, EC30 ANP, primary screen; Atrial natriuretic peptide receptor 1 (Homo sapiens), P16066; 0% at EC30 ANP, 100% saturating ANP; activation, % at 10 µM; 370,000 compounds, 0.14% hits; AID 1671463, 2021; in the data active means activation above about 40%
Starred values were filed as active, the others as inactive.

How did COC(=O)c1cc(C(C)c2ccccc2O)n2ccccc12 (configuration not stated) do in these assays?
ADAM17 inh: inactive; DAX1 inh-1: -0.4; SMARCA2 activ: -3; hgDAF-12 ag: -2.3; hcDAF12 agonist: 1.4; ADAM10 inh: inactive; ssDAF12 agonist: -0.9; GC-A act: -15

Results for CCCCCCn1c(N2CCN(c3ccccc3)CC2)nc2c1c(=O)[nH]c(=O)n2C ?
ADAM17 inh: -2; DAX1 inh-1: -0.1; PG9 binder: 2.1; SMARCA2 activ: 1; hgDAF-12 ag: -1.3; GAA850 FXN act: -1.5; DAX1 inh-2: 0.5; hcDAF12 agonist: 0.4; ADAM10 inh: 1; ssDAF12 agonist: -1.3; GC-A act: -4

Results for CN(C1CCS(=O)(=O)C1)S(=O)(=O)c1ccccc1[N+](=O)[O-] (configuration not stated) ?
ADAM17 inh: -1; DAX1 inh-1: 0.8; PG9 binder: -1.3; SMARCA2 activ: 3; hgDAF-12 ag: -1.4; GAA850 FXN act: -1.2; DAX1 inh-2: 1.1; hcDAF12 agonist: -1.0; ADAM10 inh: 8; ssDAF12 agonist: -1.7; GC-A act: -1

How did CCC(C)NS(=O)(=O)c1ccc(OCC(=O)NCc2ccccn2)cc1 (configuration not stated) do in these assays?
ADAM17 inh: -2; DAX1 inh-1: -0.1; PG9 binder: -0.8; SMARCA2 activ: -3; hgDAF-12 ag: -3.2; GAA850 FXN act: 0.9; DAX1 inh-2: -0.1; hcDAF12 agonist: 1.8; ADAM10 inh: -16; ssDAF12 agonist: -0.9; GC-A act: 1

What do the screens show for `Cc1cccc(N2CCN(C(=O)C3CCN(c4ncnc5c4nc4n5CCCCC4)CC3)CC2)c1C`?
ADAM17 inh: 6; DAX1 inh-1: -0.1; PG9 binder: 1.6; SMARCA2 activ: -5; hgDAF-12 ag: -2.8; GAA850 FXN act: -1.2; DAX1 inh-2: -0.8; hcDAF12 agonist: -2.4; ADAM10 inh: 4; ssDAF12 agonist: -0.7; GC-A act: 3

How did COc1ccc(CNS(=O)(=O)c2cc(-c3cc(C)no3)ccc2C(C)C)cc1 do in these assays?
ADAM17 inh: 3; DAX1 inh-1: -4.9; PG9 binder: -1.0; SMARCA2 activ: 1; hgDAF-12 ag: 2.7; GAA850 FXN act: -4.5; DAX1 inh-2: -1.0; hcDAF12 agonist: -2.6; ADAM10 inh: 10; ssDAF12 agonist: -1.6; GC-A act: -8

How did CCCNC(=O)C1CC(c2ccccc2[N+](=O)[O-])=NO1 (configuration not stated) do in these assays?
ADAM17 inh: -2; DAX1 inh-1: 0.5; PG9 binder: -2.8; SMARCA2 activ: 1; hgDAF-12 ag: 2.1; GAA850 FXN act: -1.4; DAX1 inh-2: 0.9; hcDAF12 agonist: 2.7; ADAM10 inh: -10; ssDAF12 agonist: -0.7; GC-A act: -2

Results for O=C(COc1ccc2ccccc2c1)NNC(=O)Cc1ccccc1 ?
ADAM17 inh: 3; DAX1 inh-1: -0.1; PG9 binder: -28; SMARCA2 activ: -4; hgDAF-12 ag: -0.6; GAA850 FXN act: 1.4; DAX1 inh-2: -0.7; hcDAF12 agonist: 0.8; ADAM10 inh: 12; ssDAF12 agonist: -1.0; GC-A act: -13

What do the screens show for `Cc1ncc(NS(=O)(=O)c2ccc(N)cc2)nc1C`?
ADAM17 inh: -5; DAX1 inh-1: 0.6; PG9 binder: 0.8; SMARCA2 activ: 0; hgDAF-12 ag: -0.6; GAA850 FXN act: -0.2; DAX1 inh-2: 1.3; hcDAF12 agonist: -0.2; ADAM10 inh: -5; ssDAF12 agonist: -1.0; GC-A act: 0

What do the screens show for `CC(=O)Nc1ccc(-c2csc(NC(=O)Nc3ccccc3)n2)cc1`?
ADAM17 inh: -3; DAX1 inh-1: -4.8; PG9 binder: -1.1; SMARCA2 activ: -6; hgDAF-12 ag: -12; GAA850 FXN act: -8.8; DAX1 inh-2: -6.6; hcDAF12 agonist: -5.2; ADAM10 inh: -4; ssDAF12 agonist: -2.9; GC-A act: -5

What do the screens show for `Cc1cccc(NC2(C(F)(F)F)N=C3SCCN3C2=O)n1` (configuration not stated)?
ADAM17 inh: -1; DAX1 inh-1: 0.2; PG9 binder: -0.1; SMARCA2 activ: 3; hgDAF-12 ag: 0.0; GAA850 FXN act: 0.6; DAX1 inh-2: -1.2; hcDAF12 agonist: -3.0; ADAM10 inh: 2; ssDAF12 agonist: -0.7; GC-A act: 2

Results for Cc1ccc(NC(=O)/C(CN(C)C)=N\O)cc1 ?
ADAM17 inh: 4; DAX1 inh-1: 1.4; PG9 binder: 2.8; SMARCA2 activ: 2; hgDAF-12 ag: 8.7; GAA850 FXN act: 2.2; DAX1 inh-2: -0.9; hcDAF12 agonist: 4.8; ADAM10 inh: -10; ssDAF12 agonist: -1.0; GC-A act: 2

Results for CCCN(CC(=O)Nc1ccccc1C)C(=O)c1cc(=O)[nH]c2ccccc12 ?
ADAM17 inh: -16; DAX1 inh-1: 0.1; PG9 binder: 2.0; SMARCA2 activ: -1; hgDAF-12 ag: -1.0; GAA850 FXN act: 2.6; DAX1 inh-2: 1.0; hcDAF12 agonist: -0.6; ADAM10 inh: -30; ssDAF12 agonist: -1.3; GC-A act: 0

How did CC(C)Oc1ccc(F)cc1-c1cc(C(=O)NC2CCCCC2)[nH]n1 do in these assays?
ADAM17 inh: 1; DAX1 inh-1: -0.6; PG9 binder: -0.7; SMARCA2 activ: -1; hgDAF-12 ag: 2.5; GAA850 FXN act: 0.7; hcDAF12 agonist: -2.3; ADAM10 inh: -1; ssDAF12 agonist: -1.4; GC-A act: 6

What do the screens show for `COc1cc2c(cc1OC)CN(C(=O)CCN1C(=O)C3CCCCC3C1=O)CC2` (configuration not stated)?
ADAM17 inh: -1; DAX1 inh-1: -0.4; PG9 binder: 1.2; SMARCA2 activ: -4; hgDAF-12 ag: -1.7; GAA850 FXN act: 2.1; DAX1 inh-2: 1.6; hcDAF12 agonist: -1.9; ADAM10 inh: -7; ssDAF12 agonist: -0.7; GC-A act: -3

How did O=C1C(C23CC4CC(CC(C4)C2)C3)C(=O)N(c2ccccc2)N1c1ccccc1 do in these assays?
ADAM17 inh: -5; DAX1 inh-1: 0.1; PG9 binder: 0.3; SMARCA2 activ: 0; hgDAF-12 ag: 1.8; GAA850 FXN act: 0.8; DAX1 inh-2: 1.4; hcDAF12 agonist: -3.1; ADAM10 inh: -6; ssDAF12 agonist: -0.6; GC-A act: 0

Results for COC(=O)c1ccc(Cn2ccc3ccc(-c4ccc5ccn(C(=O)c6ccccc6C)c5c4)cc32)cc1 ?
ADAM17 inh: -7; DAX1 inh-1: -0.1; SMARCA2 activ: -1; hgDAF-12 ag: 3.2; hcDAF12 agonist: -1.1; ADAM10 inh: -29; ssDAF12 agonist: -1.2; GC-A act: -2

How did O=C(NCc1ccco1)c1ccc(COc2ccccc2[N+](=O)[O-])o1 do in these assays?
ADAM17 inh: 1; DAX1 inh-1: -0.5; PG9 binder: -1.8; SMARCA2 activ: -2; hgDAF-12 ag: -1.0; GAA850 FXN act: -1.5; DAX1 inh-2: -0.2; hcDAF12 agonist: -1.9; ADAM10 inh: 5; ssDAF12 agonist: -1.2; GC-A act: -5

What do the screens show for `COc1ccc(C=C2NC(=O)NC2=O)cc1O`?
ADAM17 inh: -1; DAX1 inh-1: -1.2; PG9 binder: -10.0; SMARCA2 activ: 3; hgDAF-12 ag: 2.2; GAA850 FXN act: 0.2; DAX1 inh-2: 2.3; hcDAF12 agonist: 0.5; ADAM10 inh: 2; ssDAF12 agonist: -1.1; GC-A act: -9

What do the screens show for `CCc1ccc(N=Nc2ccc(O)c3[nH]cnc23)cc1`?
ADAM17 inh: 7; DAX1 inh-1: 0.7; PG9 binder: -1.1; SMARCA2 activ: 4; hgDAF-12 ag: 8.1; GAA850 FXN act: 3.8; DAX1 inh-2: 5.3*; hcDAF12 agonist: 7.8*; ADAM10 inh: 24*; ssDAF12 agonist: 1.0*; GC-A act: -2

What do the screens show for `O=C(Nc1nccs1)c1ccccc1[N+](=O)[O-]`?
ADAM17 inh: -2; DAX1 inh-1: -0.5; PG9 binder: -0.1; SMARCA2 activ: 0; hgDAF-12 ag: -3.2; GAA850 FXN act: 2.1; DAX1 inh-2: 2.0; hcDAF12 agonist: -3.3; ADAM10 inh: -4; ssDAF12 agonist: -1.2; GC-A act: 4

How did CCOc1ccc(OCC)c(NC(=O)C2CCCN(S(=O)(=O)c3cnc[nH]3)C2)c1 (configuration not stated) do in these assays?
ADAM17 inh: -2; DAX1 inh-1: -0.3; PG9 binder: -1.0; SMARCA2 activ: 0; hgDAF-12 ag: 1.4; GAA850 FXN act: 0.9; DAX1 inh-2: -0.6; hcDAF12 agonist: -1.2; ADAM10 inh: -14; ssDAF12 agonist: -1.2; GC-A act: 5

What do the screens show for `COCCn1nnnc1C(c1ccccn1)N1CCN(c2cc(C)ccc2C)CC1` (configuration not stated)?
ADAM17 inh: -3; DAX1 inh-1: -0.7; PG9 binder: -2.2; SMARCA2 activ: -1; hgDAF-12 ag: -1.2; GAA850 FXN act: 1.6; DAX1 inh-2: -2.3; hcDAF12 agonist: -1.5; ADAM10 inh: 3; ssDAF12 agonist: -2.0; GC-A act: -3

Results for COC(=O)Cn1cc(/C=N/NC(=O)COc2cccc3cccnc23)c2ccccc21 ?
ADAM17 inh: 2; DAX1 inh-1: 0.1; PG9 binder: -7.3; SMARCA2 activ: 2; hgDAF-12 ag: -1.8; GAA850 FXN act: 2.2; DAX1 inh-2: -1.1; hcDAF12 agonist: -2.2; ADAM10 inh: -2; ssDAF12 agonist: -0.8; GC-A act: 2
